High-throughput results as filed in PubChem.
ELG1 genotox: induces genotoxicity in HEK293T cells with luciferase-tagged ELG1; HEK293T ELG1-luciferase reporter, luminescence, 16 h; Potency, µM (top dose mostly 46 µM), for inactives: top-dose activity change, positive = activation, most hits filed as activators; hit rate 1.3% among 330,000; AID 504466; further: % of control where 0% means no effect; nearly all actives have a fitted effect of over 60% in size
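16 hr compound incubation (37 °C, 5% CO2) of HEK293T cells carrying luciferase-tagged ELG1; luciferase then measured by ONE-Glo luminescence after 30 min at RT.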
NPC1 prom act: NPC1 promoter activation | Huh7 NPC1 promoter luciferase reporter, 24 h | Potency, µM (highest dose often 9.22 µM), for inactives: top-dose activation, hits mostly activators | hit rate 2.4% among 320,000;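 further: % of control where 0% means no effect; nearly all actives have a fitted effect of over 60% in size; reporter is driven by a mutant NPC1 promoter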
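Luciferase expression driven by the NPC1 promoter was measured in stably transfected Huh7 cells after a 24 h compound incubation, using a luciferase reagent and a luminescence read.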
MBNL1-CUG inh: inhibitors of human MBNL1 binding to CUG repeat RNA; Q9NR56; TR-FRET MBNL1-His/biotin-(CUG)12 binding, 665/545 ratio; Potency, µM (series often up to 57.5 µM), for inactives: top-dose activity change, negative = inhibition, most hits filed as inhibitors; hit rate 0.036% among 280,000; AID 2675; active means well fitted inhibition curve with a large enough effect in the signal ratio, with a control signal flat, not every such curve was filed as active; inconclusive means small, poorly fitted or top-dose-only effect, or effect the other way, or a change in a side signal; inactive means no such curve, though single readings can be large or run the other way; the % refers to the signal ratio; further: on the % scale 0 is the no-effect control and ±100 the full control effect
Target sequence (Q9NR56 whole entry, looked up): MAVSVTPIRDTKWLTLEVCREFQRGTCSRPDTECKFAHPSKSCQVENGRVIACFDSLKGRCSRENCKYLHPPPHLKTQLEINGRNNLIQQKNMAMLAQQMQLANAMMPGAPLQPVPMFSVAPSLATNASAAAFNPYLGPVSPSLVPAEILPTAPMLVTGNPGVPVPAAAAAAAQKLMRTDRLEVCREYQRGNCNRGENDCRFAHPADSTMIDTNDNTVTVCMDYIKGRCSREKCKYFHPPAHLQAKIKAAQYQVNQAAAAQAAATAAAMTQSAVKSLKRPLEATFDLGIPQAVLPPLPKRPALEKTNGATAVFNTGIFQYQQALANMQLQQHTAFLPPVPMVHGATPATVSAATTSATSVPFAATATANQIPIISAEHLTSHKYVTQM
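TR-FRET readout: Ex 340 nm, 665/545 nm emission ratio, normalized to buffer-only (basal) and MBNL1-(CUG)12 controls. Complex of MBNL1-His with Biotin-(CUG)12, compounds 92 nM–58 uM, incubated 60 min at room temperature.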
Rab9 prom act: activators of Rab9 promoter | Potency, µM (doses to about 9.22 µM), inactives show at the top dose activation, negative = inhibition, most hits filed as activators | hit rate 2.8% among 320,000 | AID 485297 | Huh7 Rab9 promoter-luciferase reporter, luminescence, 24 h; further: % of control where 0% means no effect; nearly all actives have a fitted effect of over 60% in size
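Cell-based reporter: Huh7 stable for Rab9 promoter-driven luciferase, plated in reduced-serum medium with 10% FBS at 1500 cells/well, compound-treated 24 h at 37 °C, luminescence read after 10 min reagent.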
uPA generation: inhibitors of cell surface uPA generation; Potency, µM (titrated, usually from 38.3 µM), for the others: at the top dose activity change, negative = inhibition, hits mostly inhibitors; hit rate 0.31% among 330,000; cell surface uPA generation assay, qHTS; active means well fitted inhibition curve with a large enough effect; inconclusive means small, poorly fitted or top-dose-only effect; inactive means no such curve, though single readings can be large or run the other way; tested in mouse RAW 264.7 cells; further: on the % scale 0 is the no-effect control and ±100 the full control effect; nearly all actives have a fitted effect of over 55% in size
FLuc counter: firefly luciferase modulation, counter-screen for miR-21 project | purified FLuc, Km substrates, luminescence inhibition | Potency, µM (series often up to 57.5 µM), for the others: at the highest dose activity change, negative = inhibition, most hits filed as inhibitors | hit rate 6.9% among 360,000;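 further: plate controls were vehicle for no effect and reference inhibitor for full effect; nearly all actives have a fitted effect of over 55% in size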
Target sequence (P08659 whole entry, looked up): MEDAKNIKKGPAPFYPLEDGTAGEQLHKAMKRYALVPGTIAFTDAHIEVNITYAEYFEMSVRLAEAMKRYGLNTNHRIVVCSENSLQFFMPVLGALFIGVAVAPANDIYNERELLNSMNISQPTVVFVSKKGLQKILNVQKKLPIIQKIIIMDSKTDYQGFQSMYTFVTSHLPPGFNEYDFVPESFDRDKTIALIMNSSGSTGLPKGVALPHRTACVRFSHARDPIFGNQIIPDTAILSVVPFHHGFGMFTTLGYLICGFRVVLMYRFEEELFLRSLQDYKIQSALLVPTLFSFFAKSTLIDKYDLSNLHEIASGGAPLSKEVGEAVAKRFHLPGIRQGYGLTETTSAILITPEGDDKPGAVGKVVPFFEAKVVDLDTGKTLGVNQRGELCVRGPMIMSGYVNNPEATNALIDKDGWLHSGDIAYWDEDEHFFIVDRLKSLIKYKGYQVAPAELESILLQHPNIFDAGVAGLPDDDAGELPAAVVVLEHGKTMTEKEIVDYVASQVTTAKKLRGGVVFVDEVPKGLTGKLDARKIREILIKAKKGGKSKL
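Purified P. pyralis luciferase, 10 nM final, with Km-level 10 uM D-luciferin and 10 uM ATP in 50 mM Tris acetate pH 7.5, 10 mM Mg acetate, 0.01% Tween-20, 0.05% BSA; 6-point qHTS titration about 60 µM downward; luminescence read.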
BRCA1 expr act: BRCA1 expression activation; MCF7-BRCA1-FFLuc reporter, luminescence, 48 h; response scale: scaled: vehicle 0%, 10 µM genistein 100%; Potency, µM (doses to about 46.1 µM), for the others: at the highest dose activation, hits mostly activators; hit rate 1.1% among 380,000; further: nearly all actives have a fitted effect of over 80% in size; some results filed as inactive show a strong effect at the top dose
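MCF7 cells carrying a BRCA1-firefly luciferase reporter (2000 cells/well, phenol-red free MEM) were attached for 2 h at 37 °C, then given compounds for 48 h. Luminescence was read 15 min after luciferase reagent; activity normalized to genistein (10 microM) and DMSO.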
p53 reactivator: re-activators of mutant p53 | Potency, µM (top dose mostly 92.2 µM), for inactives: top-dose activity change, positive = activation, most hits filed as activators | hit rate 0.063% among 320,000 | H1299 p53-A138V BP100-luciferase reporter, luminescence, 24 h; further: % of control where 0% means no effect; nearly all actives have a fitted effect of over 45% in size
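p53-null H1299 cells stably carrying temperature-sensitive p53-A138V and a BP100-luciferase reporter were pinned with compounds (4-point, 1:5 series) and held 24 hrs at 37 deg C. Luminescence was read 10 min after detection reagent.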
MLL CXXC-DNA inh: MLL CXXC-DNA interaction inhibition; MLL-CXXC / FITC-HOXA9 DNA fluorescence polarization; hit rate 0.037% among 290,000; Potency, µM (doses to about 115 µM), for the others: at the top dose activity change, negative = inhibition, hits mostly inhibitors; AID 2662; active means well fitted inhibition curve with a large enough effect in the polarisation, with a control signal flat, not every such curve was filed as active; inconclusive means small, poorly fitted or top-dose-only effect, or effect the other way, or a change in a side signal; inactive means no such curve, though single readings can be large or run the other way; the % refers to the polarisation
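Fluorescence polarization: 7 uM MLL-CXXC (stock) preincubated 5 min with compounds, then 50 nM fluorescein-HOX-A9 DNA (stock) added; 30 min ambient. Buffer 50 mM Tris-HCl pH 7.5, 50 mM NaCl, 1 mM DTT, 0.05% BSA.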
RORgamma inh: ROR gamma (mouse) transcription inhibition; P51450; Drosophila S2 Gal4-RORgamma UAS-luciferase reporter, 20 h; Potency, µM (top dose mostly 53.6 µM), without a hit: at the highest dose activity change, negative = inhibition, most hits filed as inhibitors; hit rate 5.4% among 310,000; AID 2551; further: on the % scale 0 is the no-effect control and ±100 the full control effect; nearly all actives have a fitted effect of over 60% in size
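Schneider cells (Drosophila), stable Gal4 DBD–ROR gamma + UAS-luc; 1 hr cmpd preincubation; Cu2+ induction 700 uM final; 20 hr ambient; luminescence.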
Gal4-VP16 FLuc: Gal4-VP16 reporter inhibition counter-screen. Drosophila S2 Gal4-VP16 UAS-luciferase, luminescence, 20 h. hit rate 3.5% among 310,000. Potency, µM (top dose mostly 53.6 µM), without a hit: top-dose activity, negative = inhibition, usual class: inhibitors;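 further: Gal4-VP16 expression switched on by copper sulfate through the metallothionein promoter; on the % scale 0 is the no-effect control and ±100 the full control effect; nearly all actives have a fitted effect of over 50% in size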
Starred values were filed as active, the others as inactive; ? = inconclusive; . = no result given; & = joins results of further samples; [ ] = remark or other dose. Unless noted, the call rests on the fitted dose curve; in most records, active means well fitted curve in the direction sought with a large enough effect; inconclusive means small, poorly fitted or top-dose-only effect, or another doubt; inactive means no such curve, though single readings can be large; an effect the other way counts as inactive or inconclusive. Potency means the concentration at half of the fitted maximal effect.

SMILES	ELG1 genotox	NPC1 prom act	MBNL1-CUG inh	Rab9 prom act	uPA generation	FLuc counter	BRCA1 expr act	p53 reactivator	MLL CXXC-DNA inh	RORgamma inh	Gal4-VP16 FLuc
CCN1CCN(c2ccc(N3CCN(S(=O)(=O)c4ccc(C)c([N+](=O)[O-])c4)CC3)nn2)CC1	-1.6%	0.2%	.	-0.6%	-8.0%	-1.0%	-14.8%	-0.6%	.	.	.
c1ccc(COc2ccc(CNCc3cccnc3)cc2)cc1	0.0%	6.7%	-7.5%	-1.5%	-3.8%	?	10µM*	-2.8%	1.8%	-1.5%	16.2%
O=C(c1ccc(Cl)c(S(=O)(=O)Nc2ccccc2C(=O)N2CCc3ccccc3C2)c1)N1CCc2ccccc2C1	-4.8%	5.5%	.	-0.8%	-2.8%	-1.8%	-8.5%	-1.4%	-1.3%	-15.5%[10 µM]	-4.4%
CCc1ccc(S(=O)(=O)NCc2cn3cccc(C)c3n2)s1	-9.8%	-4.4%	-8.7%	-2.3%	-5.0%	1.9%	-23.5%	-0.1%	0.8%	?	?
C=C(C)COc1ccc(-c2[nH]ncc2Oc2ccc(OC)cc2)c(O)c1	1.5%	-3.5%	-0.2%	0.8%	6.6%	?	7.8%	18.3%	?	12.6µM*	?
Cc1ccccc1OCC(=O)OCC(=O)NC1CC1	2.6%	-2.0%	.	-6.4%	1.1%	2.3%	-7.4%	13.1%	.	.	.
Cc1sc2ncnc(OCC(=O)Nc3ccc4c(c3)OCCO4)c2c1C	1.5%	-3.2%	-6.6%	0.3%	8.0%	2.1%	-2.2%	1.3%	11.0%	21.5%	0.2%
CCCc1nc(SCC(=O)N2c3ccccc3CC2C)c2c(C)c(C)sc2n1 (configuration not stated)	-8.6%	-13.3%	-4.8%	3.9%	0.5%	2.4%	0.5%	?	-3.9%	0.1%	-2.5%
Cc1cccc(N(C)C(=S)Oc2ccc3ccccc3c2)c1	5.3%	-2.0%	-20.0%	-2.4%	-3.0%	-10.9%	81.2%	10.4%	19.1%	-8.4%	1.9%
Cc1ccc(N2Cc3ccccc3C2=S)cc1	-9.5%	2.82µM*	0.3%	2.51µM*	-8.7%	4.78µM*	3.98µM*	?	-3.9%	?	-5.2%
COc1ccc(CCNc2ccc([N+](=O)[O-])cn2)cc1	-0.9%	1.4%	?	-0.4%	?	1.3%	36.8%	9.1%	-13.8%	?	1.2%
COc1ccc(CCNC(=O)CSc2nnc3c(n2)[nH]c2ccc(F)cc23)cc1OC	-8.6%	-0.3%	4.2%	0.3%	0.7%	0.1%	2.4%	-3.6%	-0.3%	-0.6%	-0.8%
CCOC(=O)N1CCC(N2Cc3cccc(C(=O)NC(C)c4ccc5c(c4)OCCO5)c3C2=O)CC1 (configuration not stated)	-8.7%	-4.4%	2.4%	2.0%	18.9%	-0.8%	7.5%	-3.5%	-2.4%	-7.1%	-5.3%
N=c1c(C(=O)NC2CCCC2)cc2c(=O)n3ccccc3nc2n1C1CCCCC1	0.8%	-3.9%	2.8%	3.8%	-6.6%	-0.3%	-31.7%	?	16.5%	-8.2%	3.7%
O=C(CNC(=O)c1ccccc1C(=O)O)c1ccccc1	?	2.82µM*	-1.4%	3.55µM*	0.1%	12µM*	24.8%	15.6%	11.4%	-19.3%	13.2%
O=C1OC(C(=O)O)Cc2ccccc21 (configuration not stated)	4.0%	-0.6%	-24.8%	0.7%	4.6%	-0.1%	15.5%	1.3%	7.6%	-16.5%	-3.0%
Cc1ccccc1COc1ccc(-c2nnn(CC(=O)O)n2)cc1	2.7%	-9.9%	-8.0%	-0.9%	0.6%	16.9µM*	10.4%	24.8%	-4.7%	-3.1%	-2.9%
O=C(Nc1ccc(F)c(F)c1)C1CCCCC1	0.0%	-1.5%	.	-5.2%	2.5%	-1.9%	4.3%	8.0%	.	.	.
Nc1ncnc2c1ncn2CCN1CCCCC1	0.6%	-4.8%	0.1%	1.8%	0.1%	-9.1%	-7.2%	1.3%	-3.5%	-18.3%	5.7%
CCC1(c2ccc(F)cc2)NC(=O)N(CC(=O)N(CCC#N)c2ccccc2)C1=O (configuration not stated)	5.1%	-1.9%	-2.8%	-0.8%	2.0%	-5.3%	-11.1%	-3.5%	12.5%	3.9%	-0.4%
CCC(C)(C)NC(=O)CN(C(=O)CCC(=O)Nc1nccs1)c1cccc(C)c1	-1.4%	0.4%	0.5%	-0.5%	5.3%	0.2%	-17.6%	.	-3.8%	34.0%	-0.7%
CCOC(=O)C1CCN(C(=O)C2CCC(=O)N(Cc3cccc(C(F)(F)F)c3)C2)CC1 (configuration not stated)	5.7%	-5.2%	-0.6%	7.5%	-13.2%	-0.1%	0.6%	-4.7%	5.1%	31.0%	14.4%
CCOc1ccc(NC(=O)Nc2cc(C(=O)O)ccc2N2CC3CC(C2)c2cccc(=O)n2C3)cc1 (configuration not stated)	0.0%[9.26 µM]	3.7%	1.3%	0.2%	5.5%	0.5%	-20.7%	3.3%	-4.0%	?	0.0%
Cc1ccc(C)c(OCC(=O)NNC(=O)CSC(=S)N2CCCC2)c1	3.0%	0.4%	.	-1.9%	1.6%	4.4%	-4.6%	4.7%	.	.	.

Three of the entries above in order of the Rab9 prom act value, rising:
| Structure | Rab9 prom act |
| --- | --- |
| O=C(Nc1ccc(F)c(F)c1)C1CCCCC1 | -5.2% |
| Cc1ccccc1COc1ccc(-c2nnn(CC(=O)O)n2)cc1 | -0.9% |
| CCC(C)(C)NC(=O)CN(C(=O)CCC(=O)Nc1nccs1)c1cccc(C)c1 | -0.5% |

Further entries:
SMILES	ELG1 genotox	NPC1 prom act	MBNL1-CUG inh	Rab9 prom act	uPA generation	FLuc counter	BRCA1 expr act	p53 reactivator	MLL CXXC-DNA inh	RORgamma inh	Gal4-VP16 FLuc
CCOc1cc(Br)ccc1S(=O)(=O)N1CCC(C(N)=O)CC1	0.1%	-1.5%	.	-3.7%	-0.6%	-3.5%	-29.8%	-2.8%	-1.8%	24.3%	-3.5%
COc1ccc(NC(=O)CN2C(=O)/C(=C3\SC(=S)N(CCC(=O)O)C3=O)c3ccccc32)cc1	1.6%	1.2%	-7.3%	7.5%	6.0%	-0.5%	11.5%	-6.5%	6.8%	20.4%	-3.1%
COC(=O)CCNC(=O)CCc1ccc(S(=O)(=O)N2CCCCCC2)cc1	2.2%	-1.8%	.	-3.6%	-0.9%	.	0.1%	-11.0%	.	.	.
Cc1c(NN=C(C#N)C#N)c(=O)n(-c2ccccc2)n1C	-12.6%	-5.3%	?	-2.1%	-1.9%	-14.4%	-0.7%	0.9%	1.9%	?	?
CC(=O)c1ccccc1C(=O)N1CCCC(N2CCN(Cc3ccc4c(c3)OCO4)CC2)C1 (configuration not stated)	0.8%	-18.2%	-1.9%	0.4%	-0.4%	3.0%	-5.7%	-0.3%	2.2%	-23.6%	-3.4%
COc1cc(NC(=O)Cn2cnc3c(nc4n3CCCCC4)c2=O)cc(OC)c1OC	1.9%	0.4%	-1.3%	-3.5%	-1.1%	1.3%	0.0%	-0.6%	5.4%	1.9%	8.5%
C#CC(CC)(CC)NC(=S)Nc1ccc(S(N)(=O)=O)cc1	12.5%	2.7%	-20.6%	2.0%	5.1%	-18.6%	68.9%	1.1%	4.6%	28.1%	3.7%
CCCCCCn1c(SCCCC)nc2c1c(=O)[nH]c(=O)n2C	12.3%	-2.0%	-2.7%	0.9%	2.3%	2.7%	-14.1%	-1.0%	3.6%	-6.0%[0.365 µM]	.
Cc1cc(C(=O)CCl)c(C)n1-c1cccc(S(=O)(=O)N2CCOCC2)c1	15.7%	-2.3%	-3.4%	-0.7%	-3.4%	5.8%	-13.6%	-7.4%	-6.8%	10µM*	-11.6%[10 µM]
CCc1ccccc1NC(=O)c1ccc2c(c1)CCN2S(C)(=O)=O	1.7%	-0.5%	-6.7%	-1.8%	3.3%	1.7%&-7.4%	-2.4%&-1.9%	0.4%	1.1%	5.7%	-0.3%
COC(=O)c1cc(CNC(=O)Cc2ccsc2)ccc1OC	3.1%	-0.1%	1.1%	0.7%	0.0%	-1.0%	-9.4%	-5.2%	10.8%	-34.5%	1.9%
COc1ccc2oc(C(=O)OCC(=O)NC(=O)c3ccccc3)c(C)c2c1	8.1%	-0.6%	26.6%	4.2%	-1.7%	-13.5%	-1.4%	1.5%	11.1%	9.3%	-7.0%

Not all compounds are listed; the hit share may differ from the screen's.
